TNAP activation fold: stimulation of alkaline phosphatase TNAP activity – biochemical, luminescent, no phosphate acceptor, uHTS, primary screen (AID 1001) | purified TNAP, luminescent activation assay, no phosphate acceptor; higher activation fold means a stronger effect | activation fold at 20 µM, or EC50 in µM where a hit was titrated | 200,000 tested, 0.03% active; in the data active = activation fold from about 3, or a potency from the dose series; inactive = the rest, 99 in 100 with activation fold below about 1.6; also: many of its hits are not listed in these tables
MT stabilize HCS: microtubule stabilizers in HeLa cells. HeLa tubulin immunostaining HCS, 24 h; share of cells brighter than vehicle mean+2SD. % tubulin-high responders, % at 10 µM. 200,000 tested, 0.83% active. AID 2205;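 active = plate Z-score above 3 for both tubulin-high and condensed-nucleus cell shares, with cell loss under 80%, at 10 µM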;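 also: anti alpha tubulin signal scored within the nucleus-defined area of each cell; some results filed as inactive read as strong as hits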
T cell modulator: T cell immune modulation candidate; 2C CD8+ T cell-vesicle binding, flow cytometry; hits give low values; calls only at 7 µM; 330,000 tested, 0.068% active; AID 2052;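 active = response, share of CD8 T cells binding vesicles, and their 90th percentile fluorescence all below set limits, cut at about 80% in these data, passing the limit was not always enough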
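incubation = binding step 1.5 h, 37 °C, antibody labelling 20 min, ice | test system = 2C mouse CD8+ T cells | read-out basis = percent CD8+ FL2 mean versus row control | controls = Peptide-free naked vesicles (low) and QL9 vesicles with 0.7% DMSO vehicle (high) | detection = flow cytometry of vesicle-bound cells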
Insulin prom up: MIN6 insulin promoter up-regulation; 190,000 tested, 0.3% active; z-score at 5 µM; MIN6 insulin promoter-GFP reporter, high-content imaging; hits give high values;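 active = z-score above 3 at 5 µM with at least 500 cells counted in the well; inconclusive = wells under 500 cells, flagged as cytotoxic or low count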
Myeloid diff 2: compounds promoting myeloid differentiation; ER-HoxA9 myeloid progenitors, lysozyme-GFP differentiation, flow cytometry; calls only at 10 µM; 360,000 tested, 1% active; AID 624256;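 active = normalized GFP-positive differentiation at or above the plate's own cutoff, the solvent-only control mean plus 3 SD; inconclusive = no clear call, values can overlap the other calls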;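 also: cells exposed to compound for four days before flow analysis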
PMI inhibitors: inhibitors of human PMI, primary screen, biochemical, fluorescence intensity, coupled assay (AID 1209). 190,000 tested, 0.42% active. purified PMI enzyme, coupled fluorescence intensity; higher % means a stronger effect. inhibition, % at 20 µM, or IC50 in µM where a hit was titrated; in the data active = inhibition above about 50%;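 also: plate controls were DMSO vehicle for no effect and wells lacking substrate for full effect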
bCat nuc transl: modulators of beta-catenin nuclear translocation. HeLa beta-catenin nuclear translocation, immunofluorescence imaging. nuclear translocation activity, % at 5 µM. 190,000 tested, 0.3% active;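 active = nuclear translocation activity above 50% at 5 µM, with a well cell count of 50 or more; inconclusive = wells under 50 cells across six images, flagged as toxic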;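 also: per-cell ratio of nuclear to cytoplasmic median beta-catenin stain intensity; plate controls were DMSO negative control for no effect and GSK-3 inhibitor IX positive control for full effect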
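Test system: HeLa cells, endogenous beta-catenin; Compound: single 5 µM dose plus 0.02–20 µM confirmation series; Times: compound exposure 24 h at 37°C; Signal: fluorescence imaging of beta-catenin antibody stain plus DAPI; Read-out: % activation, nuclear-to-cytoplasmic median beta-catenin signal ratio per cell.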
Hep lipid drop: modulators of hepatic lipid droplet formation. 240,000 tested, 0.4% active. inhibition, % at 6.5 µM. AML12 mouse hepatocytes, oleate lipid droplets, BODIPY imaging;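 active = lipid droplet intensity inhibited by at least 50%, with more than 500 cells counted; inconclusive = wells with under 300 cells, treated as cytotoxic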
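Test system: AML12 mouse liver cells; schedule: overnight exposure; technique: high-content imaging of BODIPY-stained droplets and DAPI nuclei; read-out: % inhibition of corrected integrated BODIPY droplet signal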
Dynein cargo inh: blocks dynein driven cargo transport along microtubules; AID 1381; z-score, hits read low; 220,000 tested, 0.47% active; 3617.4 mouse cells, GR-EGFP nuclear translocation imaging; test concentration mostly 20 µM; stimulated with dexamethasone, 1 µM; hits give low values;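 active = plate z-score of nuclear minus cytoplasmic receptor signal below a set negative limit, without overly bright fluorescence or cell loss, cut at about -3.5 in these data, passing the limit was not always enough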;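 also: z-score of nuclear minus cytoplasmic ring GR-EGFP intensity difference per well; some compounds called inactive have numbers as strong as hits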
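Buffer or medium: Induction medium lacking tetracycline, stripped serum | Also added: Dexamethasone agonist, 1.0 µM final, for 30 min | Timing: 48 h induction, 1 h compound, 30 min dex at 37 °C | Detection: Formaldehyde fixation, Hoechst nuclear stain, 10x automated fluorescence imaging | Measure: Nuclear versus cytoplasmic GR-EGFP signal, averaged per well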
Dynein cargo inh cytoplasmic EGFP: also measured in Dynein cargo inh; calls as there; z-score; measured here: cytoplasmic GR-EGFP intensity; hits give high values
Dynein cargo inh nuclear GR-EGFP: further read-out of Dynein cargo inh, marked with its call; z-score; measured here: nuclear GR-EGFP intensity;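 lower value marks the stronger effect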
Dynein cargo inh cell count: also measured in Dynein cargo inh; calls as there; z-score; measured here: cell count per field
Insulin prom up cell count: second read-out of Insulin prom up, no call of its own (marks repeat the call); cell count; measured here: cytotoxicity, nuclei count;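 total cells summed across four imaged fields per well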
Hep lipid drop cells 6.5 µM: also measured in Hep lipid drop; calls as there; cell count; measured here: cell count, cytotoxicity flag;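 cells counted across two imaged fields per well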
bCat nuc transl cell count 5 µM: recorded beside bCat nuc transl, whose call it bears; cell count; measured here: cell count, cytotoxicity flag
T cell modulator vesicle-bound %: further read-out of T cell modulator, marked with its call; double positive events, %; measured here: CD8+ vesicle-bound cell fraction;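 binding gate set so that unloaded-vesicle control wells show 10% double positive cells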
MT stabilize HCS Hoechst-high %: second read-out of MT stabilize HCS, no call of its own (marks repeat the call); % Hoechst-high responders; measured here: nuclear condensation Hoechst responders;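 share of cells brighter than vehicle mean plus two SD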
MT stabilize HCS cytotoxicity %: second read-out of MT stabilize HCS, no call of its own (marks repeat the call); toxicity, %; measured here: cytotoxicity by cell density;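 0% = mean cell density of plate MIN control wells and 100% = no cells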
Myeloid diff 2 GFP+ MAC1+ %: second read-out of Myeloid diff 2, no call of its own (marks repeat the call); GFP+ MAC1+ double positive, %; measured here: differentiation confirmed by MAC1 staining
Starred values were filed as active, the others as inactive; i = inactive; u = inconclusive; x = no result given.

SMILES	TNAP activation fold	MT stabilize HCS	MT stabilize HCS Hoechst-high %	MT stabilize HCS cytotoxicity %	T cell modulator	T cell modulator vesicle-bound %	Insulin prom up	Insulin prom up cell count	Myeloid diff 2	Myeloid diff 2 GFP+ MAC1+ %	PMI inhibitors	bCat nuc transl	bCat nuc transl cell count 5 µM	Hep lipid drop	Hep lipid drop cells 6.5 µM	Dynein cargo inh	Dynein cargo inh cytoplasmic EGFP	Dynein cargo inh nuclear GR-EGFP	Dynein cargo inh cell count
O=C(N1CCOCC1)N1CCN(c2nc(-c3ccccc3)cs2)CC1	1.1	3.1	2.4	2.3	x	x	-0.05	1225	i	6.8	-6%	-0.9	929	x	x	-0.039	-0.44	-0.06	0.28
COCCSc1ccccc1C(=O)Nc1ccc2c(c1)OCO2	1.1	3.5	2.1	13	i	48	-0.17	1389	i	0.8	-7%	-0.9	1460	-14	635	-0.76	-0.37	-0.63	1.5
COc1ccc(N2C(=O)C3CCCN3C2c2ccc(C)cc2)cc1Cl (stereo not drawn)	1	4.0	2.2	14	i	21	-0.73	1587	i	0.5	-8%	-1.4	1346	x	x	1.3	-0.22	0.71	-1.1
Cc1cccc(C)c1NC(=S)N1CCC(c2ccccc2)C1 (stereo not drawn)	1.1	3.0	2.8	9.8	i	25	0.57	1205	i	0.8	-6%	-1.0	1115	-8	717	0.16	-0.042	0.24	-0.05
COc1cccc(CNC(=O)c2nnn(CC(=O)Nc3ccc4c(c3)OCO4)c2N)c1	1	3.4	1.0	5.3	i	19	0.72	1344	i	0.1	2%	-2.1	1137	-23	576	-0.21	0.77	-0.42	1.3
CCOC(=O)Cc1csc(NC(=O)c2cc3c(s2)CCCC3)n1	1.1	0.9	1.6	13	i	39	-1.2	864	u	x	4%	x	x	-1	739	-1.4	-0.32	-0.62	0.66
CC1(C)C2CCC13CS(=O)(=O)NC3C2 (stereo not drawn)	1	4.4	2.4	8.3	i	28	x	x	i	0.8	8%	-0.3	1116	7	762	0.14	-0.18	0.43	-1.6
Cc1cc(C)n2nc(SCC(=O)N/N=C/c3cccc(Br)c3)nc2n1	1.1	2.7	2.0	3.4	i	20	0.16	1241	i	3.1	27%	-1.7	1229	27	780	1.3	-0.27	0.71	-0.089
Fc1ccc(/C=C/c2nnc(-c3cccs3)o2)cc1	1.1	3.7	3.3	7.1	i	60	0.37	1482	i	0.0	14%	-1.4	1226	-2	606	-0.12	-0.13	0.37	0.15
O=c1[nH]c2cc3c(cc2cc1CN(Cc1ccc2c(c1)OCO2)Cc1nnnn1CC1CCCO1)OCO3 (stereo not drawn)	1.1	3.4	1.9	6.9	i	46	-0.38	1511	i	6.1	-3%	-2.4	1406	x	x	1.2	-0.23	-0.55	-0.15
CC(C)c1cc(C(=O)Nc2ccc3c(c2)OCO3)no1	1.1	1.5	1.6	5.1	i	44	0.31	2069	i	2.3	8%	0.8	1138	12	651	-1.2	-0.21	-0.52	0.45
COc1ccc(CC(=O)Nc2oc(-c3ccccc3)c(-c3ccccc3)c2C#N)cc1OC	1.1	6.6	2.3	3.2	i	56	-0.25	898	i	0.6	18%	-1.1	1101	97*	768*	0.56	-0.15	0.29	0.13
O=C(CN1C(=O)c2ccccc2C1=O)OCC(=O)N1CCc2ccccc2C1	1	5.7	1.6	0.6	i	33	0.04	1174	i	0.6	-7%	-5.9	788	x	x	-0.42	-0.21	0.16	0.57
CC(C)OC(=O)CSc1nc(C(C)C)nc2ccccc12	1.1	2.4	2.6	0.8	i	23	0.28	1582	i	0.3	x	-0.2	1470	-3	662	0.61	-0.17	0.22	-0.36
C=CCn1c(SCc2c(C)noc2C)nc2sc3c(c2c1=O)CCCC3	1	20	6.0	15	i	44	-2.4	723	u	x	8%	2.5	1481	x	x	0.53	-0.25	0.47	-0.74
O=C(NCc1ccccc1)NC1(C(=O)Nc2ccc3c(c2)OCCO3)CCCCC1	1.2	1.7	0.7	3.7	i	48	0.4	1054	i	1.1	-1%	-5.5	1018	x	x	-0.28	-0.19	-0.17	0.21
Cc1ccc(C(=O)Oc2ccccc2N2CCOCC2)cc1	x	x	x	x	i	27	-0.48	1163	i	0.3	x	1.4	1250	-14	706	-0.26	-0.25	0.18	-0.32
CCCNC(=O)c1ccccc1NC(=O)C1COc2ccccc2O1 (stereo not drawn)	1.1	2.2	1.7	1.7	i	16	-0.45	1520	i	0.6	5%	0.3	1390	x	x	1.3	-0.22	-0.59	-1.1
CCC(C)Sc1nc2c(c(=O)[nH]c(=O)n2C)n1CC(O)COc1cccc2ccccc12 (stereo not drawn)	1.2	5.0	2.2	8.3	i	52	0.21	1043	i	0.6	-2%	-1.9	816	x	x	-0.52	-0.17	0.068	0.073
CCC1SC(=NC(=O)c2ccc(Cl)c(Cl)c2)NC1=O (stereo not drawn)	1.1	5.2	2.9	7.0	i	36	-0.02	795	i	2.0	-4%	-3.2	1046	-4	774	1.2	-0.27	0.76	-0.81
Cc1ccc2[nH]c(O)c(N=NC(=O)C3CC3c3ccccc3)c2c1Br (stereo not drawn)	1.2	3.9	1.8	13	i	12	0.02	1433	i	0.2	-2%	x	x	18	689	0.75	-0.26	0.66	-0.75
CCC(CC)C(=O)c1c[nH]c(C(=O)N2CCN(c3ccccc3)CC2)c1	1	2.2	1.3	5.4	i	14	0.52	1499	i	0.4	5%	1.5	1532	3	682	0.71	-0.32	0.5	-0.25
Cc1ccc(C2C(C#N)=C(N)N(c3ncn[nH]3)C3=C2C(=O)CC(C)(C)C3)cc1 (stereo not drawn)	1	0.9	1.3	5.3	i	61	x	x	x	x	1%	-3.7	1133	-2	763	0.5	-0.065	0.3	-0.72
CCOC(=O)C1(Cc2cccc(OC)c2)CCCN(C(=O)c2cc(C)[nH]n2)C1 (stereo not drawn)	1.5	2.8	3.0	3.3	i	46	-0.43	1709	i	0.2	x	0.0	1574	3	688	2.3	-0.095	0.74	-1.1
CCOC(=O)c1sc(NC(=O)c2cccc(S(=O)(=O)N(CC)CC)c2)cc1C	0.9	0.9	1.0	3.7	i	16	x	x	i	0.9	2%	3.6	1136	-22	702	-4.6	3.1	-1.1	-4.4
Cc1cc(Nc2cccc(F)c2)nc(N2CCOCC2)n1	x	x	x	x	i	23	0.77	1114	i	0.2	x	0.0	1392	6	735	-0.038	-0.21	0.37	0.18
O=c1ccc(/C=C/c2ccccc2)nn1Cc1ccccc1Cl	1.1	0.9	1.3	6.9	i	53	-0.34	942	i	0.2	7%	x	x	5	756	-0.35	-0.19	-0.34	0.61
COc1ccc(-n2c(SCC(=O)Nc3cc(C)on3)nc3ccc(O)cc3c2=O)cc1OC	1.1	3.0	2.4	8.9	i	19	-0.04	1880	i	0.5	26%	-2.9	1095	0	682	0.21	-0.18	0.06	0.39
COc1ccc(C(=O)NCc2nnc(SCC(=O)Nc3nnc(C)s3)o2)cc1	1.1	2.1	1.0	6.1	i	15	0.83	1449	i	2.3	10%	0.3	913	12	649	0.72	-0.25	0.89	-0.87
Cc1ccc2c(c1)N(CCC(=O)NCC1COc3ccccc3O1)C(=O)CO2 (stereo not drawn)	1	5.4	3.1	2.7	i	30	1.7	1729	i	0.7	18%	-1.0	1060	-10	700	0.45	-0.19	0.25	-1.3
CCOc1ccc(NC(=O)C2CC(C)=C(C)CC2C(=O)O)cc1 (stereo not drawn)	1.1	1.6	1.4	7.8	i	32	0.1	1260	i	1.3	3%	-1.8	1230	-11	728	0.8	-0.043	0.84	-0.57
CCOC(=O)c1cnc2c(c(C)nn2CC)c1Cl	1	3.0	4.2	6.7	i	23	-0.36	1488	i	0.3	6%	3.2	773	-2	740	-1.4	-0.17	-0.56	0.63

Screening data: PubChem BioAssay, several laboratories
